# Source: PubChem (several laboratories)
# OX1R antag = antagonists of human orexin 1 receptor (OX1R). Orexin/Hypocretin receptor type 1 (Homo sapiens), O43613. OX1R-expressing cells, FRET antagonist read-out. inhibition, % at 6.6 µM. 330,000 compounds, 1.8% hits. AID 485270, 2010; in the data active = inhibition mostly above about 38%, no sharp cut-off; inactive = mostly below about 40%;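 also: 0% = agonist challenge alone and 100% = reference antagonist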
# Target sequence (O43613 whole entry, looked up): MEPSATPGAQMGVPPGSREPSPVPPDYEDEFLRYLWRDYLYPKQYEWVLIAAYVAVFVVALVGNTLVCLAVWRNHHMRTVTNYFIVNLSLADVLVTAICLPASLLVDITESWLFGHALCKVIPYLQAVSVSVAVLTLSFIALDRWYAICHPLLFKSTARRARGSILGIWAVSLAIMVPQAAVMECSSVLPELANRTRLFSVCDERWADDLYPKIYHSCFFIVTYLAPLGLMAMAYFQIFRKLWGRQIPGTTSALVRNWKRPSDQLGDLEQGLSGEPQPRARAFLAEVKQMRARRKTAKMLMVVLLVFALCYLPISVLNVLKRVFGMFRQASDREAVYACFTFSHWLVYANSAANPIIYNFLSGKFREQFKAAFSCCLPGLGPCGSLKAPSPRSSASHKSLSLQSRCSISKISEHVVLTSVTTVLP
# KCNQ2 inh = KCNQ2 potassium channel inhibitors, primary screen, cell-based, CHO-K1, FluxOR thallium flux, B-score (AID 2156); 20 min; hits give low values; B-score at 10 µM; 310,000 compounds, 1.1% hits;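 active = fluorescence ratio B-score at most minus 3 library SDs, with starting brightness B-score within 2 library SDs, cut at about -5.5 in these data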
# STK33 kinase inh = inhibitors of purified STK33 kinase, primary screen, biochemical, ADP-Glo luminescence, homogeneous, cell-free. Serine/threonine-protein kinase 33 (Homo sapiens), Q9BYT3. MBP phosphorylation. inhibition, % at 10 µM. 320,000 compounds, 0.073% hits. AID 2661, 2010;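 active = inhibition at or above 25%, using the most active replicate where run in duplicate; inactive = inhibition below 25%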
# Target sequence (Q9BYT3 whole entry, looked up): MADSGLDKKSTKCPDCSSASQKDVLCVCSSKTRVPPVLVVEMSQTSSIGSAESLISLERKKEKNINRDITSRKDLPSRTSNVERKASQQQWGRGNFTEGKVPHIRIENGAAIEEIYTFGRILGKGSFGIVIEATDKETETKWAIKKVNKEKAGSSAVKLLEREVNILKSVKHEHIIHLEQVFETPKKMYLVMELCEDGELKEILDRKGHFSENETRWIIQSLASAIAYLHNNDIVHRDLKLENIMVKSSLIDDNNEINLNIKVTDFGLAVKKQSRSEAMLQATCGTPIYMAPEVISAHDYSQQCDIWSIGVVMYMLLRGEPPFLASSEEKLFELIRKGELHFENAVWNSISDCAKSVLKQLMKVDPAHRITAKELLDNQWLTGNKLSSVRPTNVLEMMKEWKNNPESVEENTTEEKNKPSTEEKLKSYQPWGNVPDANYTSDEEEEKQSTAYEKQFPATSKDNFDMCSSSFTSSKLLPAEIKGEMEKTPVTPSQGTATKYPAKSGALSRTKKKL
# An asterisk follows results filed as active; i = inactive; . = no result given.
OX1R antag,KCNQ2 inh,STK33 kinase inh,canonical_smiles
6,i,-1.1,COc1ccc(N(C(=O)/C=C/c2ccccc2)C2=CC3CCC(C2)N3C)cc1 (stereo not given)
0,i,-1.2,COc1ccc(N=Cc2nc(-c3ccccc3)oc2OC(C)=O)cc1
0,i,-1.5,Cc1ccc(Cn2ncc3c(NCCCN(C)C)ncnc32)cc1
0,i,-0.2,Cc1cc(=O)n2nc(N3CCC(C(=O)NCc4cccc(Cl)c4)CC3)sc2n1
2,i,-1.2,CCC(C)c1ccc(-n2c(=O)c3ccccc3n3c(=S)[nH]nc23)cc1 (stereo not given)
9,i,-0.1,CCCN1CCN(C(=O)c2cc(COc3ccc(F)c(F)c3)on2)CC1
12,i,-1.8,CCOc1cc(/C=N/NC(=O)c2cccs2)ccc1OC(=O)N1CCOCC1
13,i,0.0,Cc1c(Cl)c(C(F)(F)F)nn1CC(=O)NN
41,i,-2.0,O=C(Nc1cnn(Cc2c(Cl)cccc2Cl)c1)C(c1ccccc1)c1ccccc1
3,i,-2.5,Cc1ccc(N(C)C(=O)C2CCCN2S(=O)(=O)c2ccc3c(c2)n(C)c(=O)c(=O)n3C)cc1 (stereo not given)
25,i,0.4,O=C(CSc1ccccn1)N1CCCC(Nc2ccc(F)c(F)c2)C1 (stereo not given)
4,i,-6.1,O=C(Cc1ccccc1)NCC(=O)Nc1cccc(Cl)c1
11,i,-1.7,COc1ccc(OCC(=O)NCC(c2cccs2)N2CCOCC2)cc1 (stereo not given)
11,i,-1.6,CC12CCC(c3n[nH]c(=S)nc31)C2(C)C (stereo not given)
33,i,-0.3,Cc1sc(NC(=O)c2ccccc2)c(C#N)c1-c1ccccc1
14,i,-2.6,CS(=O)(=O)N1CCN(c2cnn(-c3ccccc3)c(=O)c2Cl)CC1
4,i,0.0,O=C1C2C3C=CC(C3)C2C(=O)N1c1ccc(S(=O)(=O)Nc2nccs2)cc1 (stereo not given)
9,i,3.8,O=C(O)CCCn1nc(C(F)(F)F)c2c1CCCCC2
-2,i,3.3,O=C(NCCCN1CCCC1=O)Nc1ccc([N+](=O)[O-])cc1
2,i,-1.4,CC(=O)NC(Cc1ccccc1F)C(=O)NC1CCN(C(=O)c2cnccn2)CC1 (stereo not given)
12,i,-0.2,Cn1ncc(Br)c1C(=O)NC1CCCC1
23,i,-1.4,CCOC(=O)C(C(=O)Nc1ccccn1)C1CCCCC1 (stereo not given)
11,i,-1.5,CCCCN1CCc2[nH]c(=S)[nH]c(=O)c2C1
0,.,0.4,C[C@@H]1CN([C@H](C)CO)C(=O)c2cccc(NC(=O)c3ccncc3)c2O[C@@H]1CN(C)Cc1ccc(C(=O)O)cc1
11,i,-1.7,Cc1cc(=O)oc2cc(OCC(=O)Nc3nnc(CC(C)C)s3)ccc12
-1,i,-1.5,CCC(CC)C(=O)Nc1cc(C)cc(C)c1
12,i,-0.3,CCCn1nc(C(=O)Nc2cccc(C(=O)OC)c2)c2ccccc2c1=O
3,i,-0.1,Cc1ccc(-c2nnn(CC(=O)N(CCO)C(C(=O)NC3CCCCC3)c3ccncc3)n2)o1 (stereo not given)
13,i,-0.5,Cc1ccccc1S(=O)(=O)N1CCN(C)CC1
8,.,-0.7,O=C(CN1C(=O)c2ccccc2S1(=O)=O)Nc1ccc([N+](=O)[O-])cc1
12,i,-1.3,CCOC(=O)c1nnn(-c2nonc2N)c1CN(C)C1CCCCC1
19,i,-2.1,CC1=CC(C)C2C(=O)N(c3ccccc3)C(=O)C2C1 (stereo not given)
18,i,0.4,C(=N\N1CCN(Cc2ccccc2)CC1)/c1cccs1
12,i,-1.3,C#CC[N+](C)(C)CC#Cc1ccccc1
-6,i,0.4,Cc1ccccc1-n1c(=O)n(Cc2ccco2)c(=O)c2[nH]cnc21
33,i,1.7,COc1cc(NC(=O)c2ccc([N+](=O)[O-])o2)ccc1NC(=O)c1ccco1
14,i,-1.0,O=C(O)CSc1nc(-c2ccccc2)c(-c2ccccc2)[nH]1
20,i,-1.4,CCc1sc(-c2c(C#N)c(N)nc3c2CCCCCC3)cc1[N+](=O)[O-]
2,i,-1.3,Cc1cc(C)n2nc(C(=O)OCC(=O)N(CC(C)C)CC(C)C)nc2n1
3,i,-0.7,O=C(CCN1CCCCO1)N1CCCC(N2CCN(c3ccc(F)cc3)CC2)C1 (stereo not given)
5,i,-0.7,CC(=O)c1ccc2c(c1)OCCOCCOc1ccccc1OCCOCCO2
6,i,-1.3,CCN(Cc1ccccc1)S(=O)(=O)c1ccc(C(=O)Nc2nnc(-c3ccccc3OC)o2)cc1
25,i,-1.4,COc1ccc(CCNC(=O)c2ccc(NS(=O)(=O)c3c(C)noc3C)cc2)cc1OC
24,i,-0.3,COCc1cc(C)n(CC(=O)NC(C)c2ccccc2)c(=O)c1C#N (stereo not given)
14,i,0.2,O=C(NCC(=O)N(Cc1ccccc1)C(C(=O)NC1CCCC1)c1ccco1)c1ccco1 (stereo not given)
31,i,2.7,COc1ccc(Cn2nnnc2CN2CCC(O)(c3ccc(F)cc3)CC2)cc1
16,i,.,Cc1ccccc1OCC(=O)Nc1ccc(S(=O)(=O)N2CCCC2)cc1
10,i,0.5,O=C(NCc1ccccc1Cl)C1CCN(S(=O)(=O)N2CCCC2)CC1

# Nothing new here: entries from further up.
OX1R antag,KCNQ2 inh,STK33 kinase inh,canonical_smiles
11,i,-1.7,COc1ccc(OCC(=O)NCC(c2cccs2)N2CCOCC2)cc1 (stereo not given)
11,i,-1.6,CC12CCC(c3n[nH]c(=S)nc31)C2(C)C (stereo not given)
33,i,-0.3,Cc1sc(NC(=O)c2ccccc2)c(C#N)c1-c1ccccc1
14,i,-2.6,CS(=O)(=O)N1CCN(c2cnn(-c3ccccc3)c(=O)c2Cl)CC1
4,i,0.0,O=C1C2C3C=CC(C3)C2C(=O)N1c1ccc(S(=O)(=O)Nc2nccs2)cc1 (stereo not given)
9,i,3.8,O=C(O)CCCn1nc(C(F)(F)F)c2c1CCCCC2
-2,i,3.3,O=C(NCCCN1CCCC1=O)Nc1ccc([N+](=O)[O-])cc1
2,i,-1.4,CC(=O)NC(Cc1ccccc1F)C(=O)NC1CCN(C(=O)c2cnccn2)CC1 (stereo not given)
12,i,-0.2,Cn1ncc(Br)c1C(=O)NC1CCCC1
23,i,-1.4,CCOC(=O)C(C(=O)Nc1ccccn1)C1CCCCC1 (stereo not given)
11,i,-1.5,CCCCN1CCc2[nH]c(=S)[nH]c(=O)c2C1
0,.,0.4,C[C@@H]1CN([C@H](C)CO)C(=O)c2cccc(NC(=O)c3ccncc3)c2O[C@@H]1CN(C)Cc1ccc(C(=O)O)cc1
11,i,-1.7,Cc1cc(=O)oc2cc(OCC(=O)Nc3nnc(CC(C)C)s3)ccc12
-1,i,-1.5,CCC(CC)C(=O)Nc1cc(C)cc(C)c1

# (continued)
OX1R antag,KCNQ2 inh,STK33 kinase inh,canonical_smiles
14,i,0.8,Cn1c(N)c(C(=O)CSc2ccc3c(c2)OCCO3)c(=O)n(C)c1=O
28,i,6.1,COc1ccccc1NC(=O)CN1CCN(CC(=O)Nc2ccc(OCc3ccccc3)cc2)CC1
39,i,-1.6,O/N=C(/CN(O)/C=C1/C=CC=N1)c1cccs1
19,i,0.0,CCN(CC)S(=O)(=O)c1ccc(NS(=O)(=O)c2ccc(C)c(C)c2)cc1
13,i,0.0,CC(C)Cc1ccc(-c2cc(=O)[nH][nH]2)cc1
34,i,-1.4,Cc1cccc(NC(=O)Cn2nc(-c3cccs3)ccc2=O)c1C
39,i,0.6,Nc1ccc(-c2cnc[nH]2)cc1[N+](=O)[O-]
12,i,0.0,COc1ccc(N(CC(=O)NC2CCCCC2)C(=O)CNC(=O)c2ccco2)cc1
8,i,-0.7,Cc1cc(S(=O)(=O)NCCN2CCOCC2)c(C)s1
13,i,6.6,CCc1ccc(N(CC(=O)NC(C)C)C(=O)CCC(=O)Nc2nccs2)cc1
9,i,1.0,CCOC(=O)C1CCN(C(=O)Cn2cc3c(n2)CCC(C)C3)CC1 (stereo not given)
9,i,1.0,Cc1cc(-c2ccc(N3C(=O)CCC3=O)c(C)c2)ccc1N1C(=O)CCC1=O
15,i,-0.7,CCNC(=O)NC(=O)C(C)Sc1nc2ccccc2c(=O)n1-c1cccnc1 (stereo not given)
5,i,-0.9,O=C(COC(=O)C1CC1)Nc1ccc(N=Nc2ccccc2)cc1
10,i,-1.8,CCSc1nnc(NC(=O)CCC2CCCCC2)s1
11,i,0.8,O=C(c1cc(-c2cccc(Cl)c2)on1)N1CCN(c2ccccc2)CC1
25,i,-0.5,Cc1ccc2c(NC(=O)c3ccco3)cccc2n1
12,i,-2.9,O=C(Cn1c2[n+](c3ccc(C(F)(F)F)cc31)CCCCC2)c1ccc2c(c1)OCCO2
-1,.,-0.4,O=C(COC(=O)CNC(=O)c1ccc(Cl)cc1)NC1CCCCCC1
14,i,.,Cc1oc(-c2ccccc2Cl)nc1CSCC(=O)O
11,i,0.1,COc1cc(-c2cc(-c3ccc(N)cc3)[nH]c(=O)c2C#N)cc(OC)c1OC
19,i,-1.7,Cc1[nH]c2ccccc2c1C(=O)CN1CCC(C)CC1
16,i,-3.9,O=C(COc1ccc(Cl)cc1Cl)N1CCCN(C(=O)COc2ccc(Cl)cc2Cl)CC1
4,i,-0.6,CCOc1ccc(/C(C)=N/NC(=O)Cn2nc([N+](=O)[O-])cc2C)cc1
9,i,0.2,CC1(C)O[C@@H]2CC3C4C[C@H](F)C5=CC(=O)C=CC5(C)C4C(O)CC3(C)[C@]2(C(=O)CO)O1 (stereo not given in full)
1,i,0.6,COC(=O)Cc1cc(=O)n2c(nc3ccccc32)[nH]1
-16,i,-1.2,COc1cccc(CNC(=O)CCNC(=O)c2ccco2)c1
36,i,-0.8,O=C1c2ccccc2C(=O)N1CCCC(=O)N1CCc2ccccc21
11,i,-0.2,CNC(=O)CCc1ccc(OC)cc1
21,i,0.3,CC(=O)Nc1ccc(S(=O)(=O)NNC(=O)c2cccc(Br)c2)cc1
10,i,0.0,COc1cc(C(=O)Nc2ccccc2N2CCOCC2)ccc1OCC(=O)N1CCOCC1
14,i,0.5,O=C(/C=C/c1cccc([N+](=O)[O-])c1)Nc1ccc(Cl)cn1
17,i,-0.4,Cc1ccc(Nc2cc(C)nc3c(C)cccc23)cc1
20,i,-3.3,O=C(C1CCCO1)N1CCN(C(=S)Nc2ccc(F)c(Cl)c2)CC1 (stereo not given)
13,i,0.7,CCOC(=O)N1CCN(Cc2ccc(F)cc2F)CC1
3,i,-1.5,Cc1ccc(-n2c(SCC(N)=O)nnc2-c2cnccn2)cc1
16,i,-0.4,CCN1C(=O)C(CC(=O)NC)N(NC(=O)c2ccccc2)C1=S (stereo not given)
0,i,-0.5,CC(=O)Nc1ccc(Nc2nc(C(F)(F)F)nc3c2nnn3Cc2ccccc2Cl)cc1
9,i,2.6,COc1ccc(Cn2c(-c3ccccc3)nc3c(c(=O)c4ccccc4n3C)c2=O)cc1
4,i,-1.6,c1ccc2c(c1)NCC1CCCN21 (stereo not given)
19,i,-3.8,CCOC(=O)Cc1csc(Nc2c(C)n(C)n(-c3ccccc3)c2=O)n1
31,i,-0.1,COc1ccc(C(=O)Nc2cccc(C(=O)N3CCCCC3)c2)cc1
-9,i,0.2,CCCNC(=O)c1ccc(COc2ccc(CCC)cc2OC)o1
6,i,-1.7,C=CCOC(=O)C1=C(C)OC(N)=C(C#N)C1c1ccc(OC)c(CSc2ccccn2)c1 (stereo not given)
5,i,0.3,CC1(C)C2CCC1(C)C(OC(=O)c1ccccc1C(=O)O)C2 (stereo not given)
5,.,-0.2,C=CCC[C@@H](Cc1ccc(F)cc1)C(=O)OC[C@@H](Cc1c[nH]c2ccccc12)NC(=O)[C@@H](CC=C)CC(=O)N[C@H](CO)Cc1ccccc1
15,i,-2.1,COc1ccc(C(=O)/C=C\c2ccc(NC(=O)c3cccs3)cc2)cc1
15,i,-1.8,O=C(NCCN1C(=O)S/C(=C\c2cccs2)C1=O)[C@H](Cc1ccccc1)N1C(=O)c2ccccc2C1=O
13,i,2.6,COc1ccc(/C=C(/NC(=O)c2ccccc2)c2nc3ccc(Cl)cc3[nH]2)cc1OC
17,i,-1.7,CCCc1nnc(NC(=O)CCC(=O)N2CCN(S(=O)(=O)c3ccc(C)cc3)CC2)s1
.,i,8.9,CC(Oc1ccccc1F)C(=O)NNC(=O)c1ccc(F)c(S(=O)(=O)N2CCOCC2)c1 (stereo not given)
0,.,0.6,Cc1cccc(C)c1NC(=O)CNC(=O)C1CCCN(C(=O)c2ccc(Cl)cc2)C1 (stereo not given)
24,.,5.2,O/N=C1/CC/C(=N\O)c2nn(-c3ccccc3)nc21
6,i,-5.8,COc1ccc(CC(=O)N(C)CC(=O)Nc2ccccc2SC)cc1
5,.,-0.1,COc1ccc(CNC(=O)c2cc(C3CC3)nc3c2cnn3C(C)C)cc1
20,i,-0.9,CCn1cc(C(=O)OC)c(=O)c2ccc(C)nc21

# (continued)
OX1R antag,KCNQ2 inh,STK33 kinase inh,canonical_smiles
-1,i,-3.1,O=C(O)c1ccc(CNCc2cccc(Oc3ccccc3)c2)cc1
6,i,-0.1,COc1ccc(N2C(=O)CC(N3CCN(S(=O)(=O)c4c(F)cccc4F)CC3)C2=O)cc1OC (stereo not given)
13,i,-0.5,Cn1cc(/C=C(\C#N)C(=O)Nc2ncc(Cc3cccc(Cl)c3)s2)c2ccccc21
17,i,1.1,CN(C)/C=N/C1=C(C#N)C(c2ccc(Br)cc2)c2ccc3ccccc3c2O1 (stereo not given)
5,i,-1.1,CCOc1cc(C)c(S(=O)(=O)Nc2ccc(Cl)cn2)cc1C
1,i,-1.1,Cc1ccc(C(=O)C2=C(O)C(=O)N(c3ncccn3)C2c2ccc(F)cc2)o1 (stereo not given)
